High-throughput results from PubChem BioAssay.
KCNQ1 block: inhibitors of human KCNQ1 channel, primary screen, cell-based, thallium flux, high-throughput | Potassium voltage-gated channel subfamily KQT member 1 (Homo sapiens), P51787 | AID 2642, 2010 | B-score at 10 µM | CHO-K1 KCNQ1, FluxOR thallium flux fluorescence; stronger effect = higher value | hit rate 1.3% among 310,000;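 active = compounds whose thallium flux B-score, printed positive for inhibition, exceeds three library SD while starting fluorescence stays within three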;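 also: channel opened by potassium depolarization with thallium stimulus after 20 min compound exposure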
MrgX1 PAM: positive allosteric modulators of MrgX1, primary screen, HEK293 cells, Fluo-4 calcium flux | FDSS; stronger effect = higher value | B-score at 10 µM | hit rate 0.63% among 310,000;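 active = plate-corrected calcium response at least 3 library SD above typical, normal starting fluorescence, not activating the receptor alone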;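 also: compound read alongside a low EC10 to EC30 dose of BAM8-22 agonist; peak minus trough fluorescence over baseline measured at the second addition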
TMEM16A act: TMEM16A chloride channel activators or potentiators, primary screen, cell-based, HTS. Anoctamin-1 (Mus musculus), Q8BHY3. HEK293 TMEM16A/YFP-H148Q/I152L, iodide quench fluorescence; stronger effect = lower value. hit rate 0.3% among 340,000. B-score at 10 µM;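 active = fluorescence-ratio B-score plate-corrected deviation score at least 3 library SD below zero, with starting fluorescence score within 5 deviations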;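 also: channel opened by trigger with iodide after compound preincubation; score built on the fluorescence ratio of max minus min over baseline; more negative score means more quench and so TMEM16A activation or potentiation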
RGS4 pot: RGS4 potentiators or activators, primary screen, cell-based, HEK293 M3R inducible RGS4, calcium flux; carbachol calcium flux Fluo4; stronger effect = lower value; B-score at 10 µM; hit rate 0.92% among 310,000;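 active = B-score of the integrated calcium signal more than 4 SD below the library mean, with starting fluorescence not abnormally high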;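 also: negative B-score means reduced calcium response which marks RGS4 activation or potentiation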
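Reagent: ECmax carbachol challenge; Test system: M3R-expressing HEK293 line, RGS4 induced by doxycycline; Schedule: overnight RGS4 induction, 30 min dye load 37 °C, 20 min compound RT; Detection: calcium dye Fluo4 fluorescence; Read-out: Agonist-evoked peak-minus-minimum fluorescence over baseline, integrated ratio, B score.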
MrgX1 agonist: agonists of human MrgX1 receptor, primary screen, HEK293 cells, Fluo-4 calcium flux; hit rate 0.44% among 310,000; Fluo-4 calcium fluorescence, agonist mode; stronger effect = higher value; Mas-related G-protein coupled receptor member X1 (Homo sapiens), Q96LB2; AID 588627, 2011; B-score at 10 µM;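 active = calcium response B-score plate-corrected fluorescence ratio at least 3 library SD, with starting fluorescence B-score inside 5 SD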
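Material: MrgX1-expressing HEK293 cells; input: 15,000 cells per well; doses: test compound given as first of three sequential additions; schedule: overnight plating before 1 h dye loading; technique: Fluo-4 NW calcium-flux fluorescence, kinetic read; evaluation: baseline-normalised fluorescence change ratio, B-scored; control set: plate-wise positive and negative controls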
ANO1 block: TMEM16A chloride channel inhibitors, primary screen, cell-based, HTS. hit rate 1.2% among 310,000. normalized B-score (activity score, 25-100; higher = stronger inhibition) at 10 µM. HEK293 TMEM16A/YFP iodide influx fluorescence, ionomycin. Anoctamin-1 (Mus musculus), Q8BHY3. AID 588511, 2011;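 active = ratio plate-corrected score three or more library SD toward inhibition, starting fluorescence score within five deviations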;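 also: score derived from kinetic fluorescence span divided by baseline fluorescence per well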
hERG rescue: hERG rescue from dofetilide block, primary screen, cell-based, CHO-hERG, FluxOR thallium flux, dofetilide IC70; Voltage-gated inwardly rectifying potassium channel KCNH2 (Homo sapiens), Q12809; hit rate 0.51% among 310,000; activation (rescue from dofetilide block), less the hit threshold, % at 10 µM; dofetilide IC70 present;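 active = activation above the mean of controls blocked by dofetilide plus 5 SD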;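 also: thallium influx through hERG after potassium depolarization seen as dye fluorescence rise; in these data hits start at about 4.7%; inactives centre near -7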
RGS4 inh: RGS4 inhibitors, primary screen, cell-based, HEK293 M3R inducible RGS4, calcium flux; hit rate 0.45% among 310,000; B-score at 10 µM; AID 463165, 2010; Fluo-4 calcium flux; stronger effect = higher value; triggered by carbachol at its EC20;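 active = B-score, a plate-corrected calcium signal, over three deviations above library mean, with baseline fluorescence within five deviations of library mean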;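 also: RGS4 expression induced by doxycycline in cells with stable M3 receptor; B-score is computed from the integrated fluorescence ratio over baseline after carbachol; higher B-score means a larger calcium signal and so more RGS4 inhibition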
Target sequence (P49798 whole entry, looked up): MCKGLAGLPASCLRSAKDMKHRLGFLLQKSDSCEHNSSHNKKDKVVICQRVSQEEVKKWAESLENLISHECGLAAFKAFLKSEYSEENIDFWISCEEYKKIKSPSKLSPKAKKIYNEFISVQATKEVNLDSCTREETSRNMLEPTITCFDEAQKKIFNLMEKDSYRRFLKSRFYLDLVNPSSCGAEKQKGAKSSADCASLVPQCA
KCNK9 inh: KCNK9 potassium channel inhibitors, primary screen, HEK293 cells, thallium flux; B-score at 10 µM; hit rate 1.2% among 310,000; FluxOR thallium flux fluorescence; stronger effect = lower value;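 active = ratio B-score over 3 SD below the library mean, with starting fluorescence within 5 SD of its mean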;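 also: negative B-score means less thallium flux so channel inhibition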
Target sequence (Q9NPC2 whole entry, looked up): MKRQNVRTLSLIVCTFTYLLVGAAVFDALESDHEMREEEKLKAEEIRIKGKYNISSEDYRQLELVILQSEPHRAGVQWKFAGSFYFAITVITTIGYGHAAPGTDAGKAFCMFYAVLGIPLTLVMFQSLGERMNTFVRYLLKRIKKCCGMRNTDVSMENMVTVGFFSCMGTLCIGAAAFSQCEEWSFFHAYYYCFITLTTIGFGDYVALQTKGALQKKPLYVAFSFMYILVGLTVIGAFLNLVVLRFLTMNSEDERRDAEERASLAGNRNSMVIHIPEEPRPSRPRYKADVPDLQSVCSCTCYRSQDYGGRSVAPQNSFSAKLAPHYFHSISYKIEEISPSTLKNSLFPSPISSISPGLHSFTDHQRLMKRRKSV
KCNK3 inh: human KCNK3 channel inhibitors, primary screen, CHO cells, FluxOR thallium flux, B-score; FluxOR fluorescence; stronger effect = lower value; B-score at 10 µM; Potassium channel subfamily K member 3 (Homo sapiens), O14649; hit rate 0.84% among 340,000;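 active = B-score under library mean minus 4 SD, starting fluorescence ratio at most library mean plus 5 SD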;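 also: more negative B-score means stronger inhibition of thallium flux through KCNK3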
Target sequence (O14649 whole entry, looked up): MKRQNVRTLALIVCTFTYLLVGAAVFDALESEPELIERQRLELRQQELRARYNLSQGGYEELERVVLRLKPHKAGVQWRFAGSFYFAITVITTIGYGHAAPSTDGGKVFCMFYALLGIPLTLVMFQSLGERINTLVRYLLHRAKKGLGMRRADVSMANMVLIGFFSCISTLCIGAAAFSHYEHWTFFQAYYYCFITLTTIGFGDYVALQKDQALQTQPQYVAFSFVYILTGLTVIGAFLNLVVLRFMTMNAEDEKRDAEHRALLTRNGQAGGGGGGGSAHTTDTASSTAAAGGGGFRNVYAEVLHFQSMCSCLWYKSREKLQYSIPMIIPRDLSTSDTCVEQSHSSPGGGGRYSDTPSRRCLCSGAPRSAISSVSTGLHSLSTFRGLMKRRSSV
KCNQ1 pot: potentiators or activators of KCNQ1 channel, primary screen, cell-based, thallium flux, high-throughput | Potassium voltage-gated channel subfamily KQT member 1 (Homo sapiens), P51787 | CHO-K1 KCNQ1, thallium flux FluxOR fluorescence; stronger effect = higher value | B-score at 10 µM | hit rate 0.35% among 310,000;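 active = fluorescence ratio B-score, a plate-corrected score, at least three library SD, with initial intensity B-score within 5 SD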
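Medium – assay buffer, equal DMSO in all wells · Material – CHO-K1 cell line with stable KCNQ1 potassium channel expression · Signal – kinetic FluxOR thallium fluorescence, 10-s 1-Hz baseline, 110-s post-stimulus read · Compound – single concentration per compound, DMSO matched to controls · Schedule – 37 °C overnight plating, 90-min dark dye load, 20-min compound pretreatment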
An asterisk follows results filed as active; i = inactive; . = no result given.

SMILES	KCNQ1 block	MrgX1 PAM	KCNK9 inh	KCNQ1 pot	MrgX1 agonist	TMEM16A act	KCNK3 inh	RGS4 inh	hERG rescue	RGS4 pot	ANO1 block
Cc1cc(-c2ccccc2)c2c(=O)n(-c3ccccc3)[nH]c2n1	i	i	i	i	i	i	i	i	-3	i	i
CS(=O)(=O)N1CCCC(C(=O)NCc2ccco2)C1 (centres undefined)	i	i	i	i	i	i	i	i	-10	i	i
O=C1c2cccc3cccc(c23)C(=O)N1Cc1ccco1	i	i	i	i	i	i	i	i	-10	i	i
CC(C)NC(=O)N(O)C1N(Cc2ccc3c(c2)OCO3)C(=S)SC1(C)C (centres undefined)	i	i	i	i	i	i	i	i	-12	i	i
Cc1ccccc1S(=O)(=O)Cc1ccc(C(=O)N2CC(C)CC(C)C2)o1 (centres undefined)	i	i	i	i	i	i	i	i	-8	i	i
C(=C\c1ccccc1)/CSc1nnc(-c2ccccc2)n1Cc1ccco1	i	i	i	i	i	i	i	i	-11	i	i
CC1CCCCN1C(=O)CSc1nnc2c(n1)[nH]c1ccccc12 (centres undefined)	i	i	i	i	i	i	i	i	-5	i	i
N#CC(c1nc2ccccc2nc1N1CCOCC1)S(=O)(=O)c1ccccc1 (centres undefined)	i	i	i	i	i	i	i	i	-13	i	i
CN(C)S(=O)(=O)c1ccc(NC(=O)c2cc(F)c(F)cc2Cl)cc1	i	i	i	i	i	i	i	i	-15	i	i
CCN(CC)S(=O)(=O)c1ccc(-c2nnc(SC)o2)cc1	i	i	i	i	i	i	i	i	-10	i	i
C[C@H]1CC[C@H]2C(=O)N3[C@H](c4ccccc4Br)[C@@H](C)CC[C@H]3C(=O)N2[C@@H]1c1ccccc1Br	i	i	-9.6*	i	i	.	.	i	-10	i	i
O=C(CCC(=O)N1CCOc2ccccc21)NC1CCCCCC1	i	i	i	i	i	i	i	i	-2	i	i
Cc1ccc(Cn2nnc3c(=O)[nH]c(C4CCCN(C(=O)c5ccco5)C4)nc32)cc1 (centres undefined)	i	i	i	i	i	i	i	i	-9	i	i
O=C(NCC1CCCO1)c1cn(-c2ccccc2)nc1-c1ccc(F)cc1 (centres undefined)	i	i	i	i	i	i	i	i	-5	i	i
CCOc1cc(C(=O)OCC(=O)Nc2cccc(C)c2)ccc1OCC(=O)N1CCOCC1	i	i	i	i	i	i	i	i	-6	i	i
O=C1CCCCC1C(=O)c1cn(-c2ccc(Cl)c(Cl)c2)nn1 (centres undefined)	i	i	i	i	i	i	i	i	-5	i	i
CC(=O)Nc1ccc(Cl)c(C(N)=O)c1	i	i	i	i	i	i	i	i	-7	i	i
CC(C)CNC(=O)c1cccc(NC(=O)c2ccc(NC(=O)c3ccco3)cc2)c1	i	i	i	i	i	i	i	i	-11	i	i
Cc1cc(C(=O)COC(=O)c2nccnc2N)c(C)n1C	i	i	i	i	i	i	i	i	-7	i	i
Cc1ccc(C)c(S(=O)(=O)N2CCCOC2CNC(=O)C(=O)NCCCN2CCOCC2)c1 (centres undefined)	i	i	i	i	i	i	i	i	-7	i	i
COc1cccc(-n2nnnc2SCC(=O)c2ccc(NC(C)=O)cc2)c1	i	i	i	i	i	i	i	i	-4	i	i
O=C(CN1CCN(C(=O)C2CCCO2)CC1)Nc1cc(C(F)(F)F)ccc1Cl (centres undefined)	i	i	i	i	i	i	i	i	-2	i	i
O=C(CSc1n[nH]c(-c2ccccn2)n1)Nc1ccc(Cl)cc1	i	i	i	i	i	i	i	i	-4	i	i
O=C(O)c1cc2[nH]c3c(c2cc1Cl)CCCC3	i	i	i	i	i	i	i	i	-9	i	i
CCOC(=O)c1cc(S(=O)(=O)NC2CCCCC2)cn1C	i	i	i	i	i	i	i	i	-3	i	i
COc1ccc(CN(C(=O)c2nsc(Cl)c2Cl)C(C(=O)NC2CCCC2)c2ccc(C)cc2)cc1 (centres undefined)	11*	i	i	i	i	i	i	i	-18	i	i
Cc1c(CC(=O)O)c(=O)oc2c(C)c(OCc3nn[nH]n3)ccc12	i	i	i	i	i	-4.9*	i	i	-9	i	i
CCN(CC)CC(=O)N1c2ccccc2Sc2ccc(Cl)cc21	i	i	i	i	i	i	i	i	-3	-9.8*	i
Cc1noc(C)c1S(=O)(=O)N(CC(=O)N1CCc2ccccc21)c1ccc(C(C)C)cc1	i	i	i	i	i	i	i	i	-2	i	i
CC(=O)Nc1ccc(NC(=O)c2c(C)nn(Cc3ccccc3)c2Cl)cc1	i	i	i	i	i	i	i	i	-3	i	i
COc1ccc(Br)cc1S(=O)(=O)N(CC(=O)N1CCOCC1)c1ccccc1	i	i	i	i	i	i	i	i	-4	i	i
C/C(=C\c1ccccc1)C(=O)NCCN1CCOCC1	i	i	i	i	i	i	i	i	-8	i	i
CCOC(=O)C(=O)Nc1nnc(Cc2ccc(OC)c(OC)c2)s1	i	i	i	i	i	i	i	i	-6	i	i
Cc1c(NC(=O)COC(=O)c2ccc(S(=O)(=O)N3CCOCC3)cc2)c(=O)n(-c2ccccc2)n1C	i	i	i	i	i	i	i	i	-3	i	i
O=C(CC1CCC1)Nc1cccc2c([N+](=O)[O-])cccc12	i	i	i	i	i	i	i	i	0	i	i
C=CCOc1ccc(/C=C2/C(=O)ON=C2C)cc1OCC	i	i	i	i	i	i	i	9.1*	-4	i	i
COc1ccccc1OCC(=O)NCC1CCCN(C(=O)c2ccccc2C(C)=O)C1 (centres undefined)	i	i	i	i	i	i	i	i	-11	i	i
COc1ccccc1NS(=O)(=O)c1ccc2oc(SC3CCOC3=O)nc2c1 (centres undefined)	i	i	i	i	i	i	i	i	-4	i	i
COc1ccc(NC(=O)CC(C)C)c(OC)c1	.	i	.	.	i	i	i	.	.	.	i
COc1ccc(/C=C/CN2CCN(CCc3ccccc3)C(CCO)C2)cc1 (centres undefined)	i	i	i	i	i	i	i	i	-2	i	i
Cc1cc(/C(N)=N/OC(=O)c2ccc(Cl)cc2)no1	i	i	i	i	i	i	i	i	-10	i	i
COc1cc(C(=O)N(C)CC(=O)Nc2cccc(F)c2)ccc1OCc1ccccc1	i	i	i	i	i	i	i	i	-11	i	i
COCCn1nnnc1C(c1cc2cc(C)ccc2[nH]c1=O)N1CCN(C2CCCCC2)CC1 (centres undefined)	i	i	i	i	i	i	i	i	-2	i	i
O=C(CSc1nnc(-c2cccnc2)n1C1CCCCC1)NC1CCCC1	i	i	i	i	i	i	i	i	-9	i	i
N#Cc1cc(-c2ccccc2)nnc1Sc1ccc(F)cc1	i	i	i	i	i	i	i	i	-4	i	i
CC(C)c1ccc(NC(=O)Nc2cnccn2)cc1	i	i	i	i	i	i	i	i	-9	i	i
Cc1cccc(CSc2nnc(Cn3c(=O)sc4ccccc43)n2C)c1	i	i	i	i	i	i	i	i	-7	i	i
CCOc1ccc2nc(NC(=O)CCC(=O)c3cccs3)sc2c1	.	i	.	.	i	i	i	.	.	.	i
Cc1ccc(C(=O)NC(=S)N2CCCC2)cc1	i	i	i	i	i	i	i	i	-5	i	i
COc1cc(CCC(=O)N2CCN(c3cccc(C)c3C)CC2)cc(OC)c1OC	i	i	i	i	i	i	i	i	-5	i	i
Cc1cccc(NS(=O)(=O)c2ccc3[nH]c(=O)[nH]c3c2)c1C	i	i	i	i	i	i	i	i	-2	i	i
C=C(C)c1cccc(C(C)(C)NC(=O)Nc2cc(C)ccn2)c1	i	i	i	i	i	i	i	i	-1	i	i
O=C(CSC(=S)N1CCCCC1)Nc1nc(-c2ccccc2)c(-c2ccccc2)o1	i	i	i	i	i	i	i	i	-15	i	i
O=C(O)CCCC(=O)N1CCc2cc(S(=O)(=O)N3CCc4ccccc43)ccc21	i	i	i	i	i	i	i	i	-9	i	i
Cc1noc(/C=C/N(C)C)c1S(=O)(=O)N1CCCC(C(=O)NCc2ccccc2Cl)C1 (centres undefined)	i	i	i	i	i	i	i	i	-4	i	i
Cc1ccc(C)c(OCCC(=O)OCC(=O)Nc2ccc(N3CCOCC3)cc2)c1	i	i	i	i	i	i	i	i	-7	i	i
Cc1cc(N2CCCc3ccccc32)n2ncnc2n1	i	i	i	i	i	i	i	i	-3	i	i
CC(CC(=O)NC1CCCCC1)S(=O)(=O)c1ccc2c(c1)NC(=O)CO2 (centres undefined)	i	i	i	i	i	i	i	i	-8	i	i
NC1=NC(=O)/C(=C/c2ccsc2)S1	i	i	i	i	i	i	i	i	-13	i	i
O=C(CC(=O)c1ccccc1O)c1cccc(F)c1	i	i	i	37*	i	i	i	i	0	i	i
Oc1ccc(Cl)cc1CNCc1ccc(F)c(F)c1	.	i	.	.	i	i	i	.	.	.	i

The order is random (roughly 6.3% active in at least one column).
